EBV LMP1 NFkB: reduces LMP1-driven NF-kappaB luciferase signal. 0.69% of 350,000 active. LMP1-induced NF-kappaB luciferase reporter cells, luminescence. inhibition, % at 12.5 µM; in the data active means inhibition above about 41%;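 further: 0% = neutral control wells and 100% = reference inhibitor control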
COUP-TFII inh: inhibitors of human COUP-TFII (NR2F2) | P24468 | HEK293T NGFI-A luciferase reporter, luminescence | inhibition, % at 8.6 µM | 0.7% of 370,000 active;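 active means inhibition above a per-plate cutoff, mean inhibition of test wells between control levels plus 3 SD, cut at about 38% in these data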;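 further: cells cotransfected with COUP-TFII expression vector driving the NGFI-A reporter; 0% = median of COUP-TF2 test wells and 100% = reporter-only cells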
Target sequence (P24468 whole entry, looked up): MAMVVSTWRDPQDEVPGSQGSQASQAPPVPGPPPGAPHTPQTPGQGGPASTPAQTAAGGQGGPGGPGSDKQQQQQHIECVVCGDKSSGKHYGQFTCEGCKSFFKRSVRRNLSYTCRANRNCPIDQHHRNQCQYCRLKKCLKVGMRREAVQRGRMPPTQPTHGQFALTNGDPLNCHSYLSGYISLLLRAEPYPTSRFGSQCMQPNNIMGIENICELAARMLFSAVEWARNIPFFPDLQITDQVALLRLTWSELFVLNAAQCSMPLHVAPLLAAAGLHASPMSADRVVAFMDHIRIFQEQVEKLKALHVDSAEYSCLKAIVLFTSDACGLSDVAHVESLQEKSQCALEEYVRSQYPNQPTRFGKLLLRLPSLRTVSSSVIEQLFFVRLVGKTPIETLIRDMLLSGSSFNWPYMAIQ
SRC1 inh: human NCOA1 inhibition. inhibition, % at 3.6 µM. HEK293 GAL4-SRC1 luciferase reporter, luminescence. 0.12% of 360,000 active. Q15788;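 active means inhibition above the campaign mean plus 3 SD, with each screening campaign given its own cutoff, cut at about 60% in these data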;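 further: 0% = DMSO treated cells and 100% = gossypol at 36 µM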
NCOA2 inhibitor: human SRC2 (NCOA2) inhibition. HEK293 GAL4-SRC2 luciferase reporter, luminescence. inhibition, % at 9 µM. AID 651957. 0.17% of 370,000 active;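 active means inhibition above the mean inhibition of all tested compounds plus 3 SD, set per campaign, cut at about 52% in these data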;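 further: 0% = DMSO treated cells and 100% = cells given Gossypol at 36 µM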
ABHD5-PLIN5 inh: ABHD5-PLIN5 protein interaction inhibition. 0.78% of 360,000 active. AID 602281. Q00G26+Q8WTS1. inhibition, % at 4 µM. Split G. princeps luciferase complementation, luminescence, 4 h;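 active means inhibition above the mean inhibition across every tested compound plus 3 SD, cut at about 22% in these data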;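 further: 0% = DMSO only wells and the 100% control is not disclosed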
NR5A2 inv ag: suppresses constitutive activity of human LRH-1; O00482; HEK293T StAR-luciferase reporter, LRH-1 transfected, 24 h; inhibition, % at 3.6 µM; 0.13% of 360,000 active; AID 602396;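 active means inhibition above the mean inhibition of all tested compounds plus 3 SD, cut at about 73% in these data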;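 further: 0% = DMSO wells and 100% = reporter-only cells lacking LRH-1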
MC4R ag barr: agonists of human melanocortin 4 receptor (MC4R) beta-arrestin; P32245; U2OS MC4R beta-arrestin complementation, luminescence; percent of melanotan II response, DMSO zero; activation, % at 8.9 µM; 0.98% of 360,000 active; AID 540308;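 active means activation above a per-plate cutoff, the mean activation of sample wells on that plate plus 3 SD, cut at about 8% in these data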
Target sequence (P32245 whole entry, looked up): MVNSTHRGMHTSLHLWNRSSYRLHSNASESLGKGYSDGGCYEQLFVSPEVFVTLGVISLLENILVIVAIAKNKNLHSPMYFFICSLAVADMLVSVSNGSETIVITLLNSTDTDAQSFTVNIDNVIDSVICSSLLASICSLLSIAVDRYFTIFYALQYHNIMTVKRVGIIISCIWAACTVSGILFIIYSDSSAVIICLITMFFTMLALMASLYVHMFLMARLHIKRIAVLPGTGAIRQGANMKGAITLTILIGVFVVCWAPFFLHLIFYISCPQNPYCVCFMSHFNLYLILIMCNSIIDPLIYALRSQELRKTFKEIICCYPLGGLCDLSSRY
TLR9-MyD88 block: blocks human TLR9 binding to MyD88 | inhibition, % at 4.98 µM | Q9NR96+Q99836 | CHO BLA complementation TLR9-MyD88, CCF4 FRET ratio | 0.21% of 340,000 active;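 active means inhibition above the mean over all tested compounds plus 3 SD, cut at about 21% in these data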;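 further: 0% = DMSO only wells and 100% = clavulanate BLA inhibitor control wells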
NOD2 RIPK2 PPI: NOD2-RIPK2 protein interaction inhibition | CHO BLA complementation NOD2-RIPK2, CCF4 ratio | inhibition, % at 4.98 µM | 0.38% of 360,000 active | AID 624267; in the data active means inhibition above about 21%;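 further: 0% = vehicle only and 100% = reference blocker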
NCOA3 inh: inhibitors of human steroid receptor coactivator 3 (SRC3) | Q9Y6Q9 | HEK293 GAL4-SRC3 luciferase reporter, luminescence | inhibition, % at 3.6 µM | 0.17% of 360,000 active | AID 588352;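 active means inhibition above a per-campaign cutoff, the mean of all compounds plus 3 SD, cut at about 60% in these data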;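 further: 0% = DMSO-treated cells and 100% = gossypol-treated cells at 36 µM; higher means less SRC3-driven luciferase light from the GAL4 reporter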
MC4R antagonist: blocks human MC4R cAMP signaling. P32245. MC4R-expressing cells, MTII-stimulated cAMP, LANCE TR-FRET. inhibition, % at 6.5 µM. 0.48% of 360,000 active;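 active means inhibition above its plate's cutoff, the mean of tested wells on that plate plus 3 SD, cut at about 29% in these data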;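 further: 0% = Melanotan II alone and 100% = Melanotan II plus saturating MCL0020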
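Assay system: U2OS-MC4R stable cell line; Also added: Melanotan II; Technique: Eu-cAMP/anti-cAMP TR-FRET, emission 671 nm; Times: 30-min compound, 1-h challenge, 1-h detection, room temperature.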
* marks the source's active call; other numbers are inactive results. These rows are one share of the data. The share of hits here may be higher or lower than overall.

`O=C(c1cccs1)c1ccc(-c2cccs2)s1` gave EBV LMP1 NFkB -14, COUP-TFII inh -34, SRC1 inh -100, NCOA2 inhibitor -44, ABHD5-PLIN5 inh 0, NR5A2 inv ag -159, MC4R ag barr 0.0, TLR9-MyD88 block -1, NOD2 RIPK2 PPI -7, NCOA3 inh -83 and MC4R antagonist 5.
CCN1CCSc2ccc(C(=O)Nc3ccc(NC(C)=O)cc3)cc21 was read as EBV LMP1 NFkB -5, COUP-TFII inh -9, SRC1 inh 2, NCOA2 inhibitor -4, ABHD5-PLIN5 inh 5, NR5A2 inv ag -15, MC4R ag barr -0.8, TLR9-MyD88 block 3, NOD2 RIPK2 PPI 7, NCOA3 inh 2 and MC4R antagonist -2.
`Cc1ccc(CNC(=O)C(=O)NCC(c2ccco2)N2CCOCC2)cc1` (stereo not given) gave EBV LMP1 NFkB -10, COUP-TFII inh -4, SRC1 inh -7, NCOA2 inhibitor 15, ABHD5-PLIN5 inh 5, NR5A2 inv ag -6, MC4R ag barr 1.6, TLR9-MyD88 block -1, NOD2 RIPK2 PPI -1, NCOA3 inh 18 and MC4R antagonist 0.
Cc1cc(C)nc(N2CCC(C(=O)NCc3ccccc3)CC2)n1 was read as EBV LMP1 NFkB -22, COUP-TFII inh 6, SRC1 inh 8, NCOA2 inhibitor 18, ABHD5-PLIN5 inh -3, NR5A2 inv ag 2, MC4R ag barr -1.5, TLR9-MyD88 block -5, NOD2 RIPK2 PPI -1, NCOA3 inh -12 and MC4R antagonist 1.
For CC(C)C(=O)Nc1ccc([N+](=O)[O-])cc1Br the results were EBV LMP1 NFkB -3, COUP-TFII inh -6, SRC1 inh 5, NCOA2 inhibitor -23, ABHD5-PLIN5 inh -3, NR5A2 inv ag -6, MC4R ag barr 1.2, TLR9-MyD88 block 6, NOD2 RIPK2 PPI 4, NCOA3 inh -6 and MC4R antagonist 17.
For COc1ccccc1Cn1c(=S)[nH]c2ccccc2c1=O the results were EBV LMP1 NFkB 17, COUP-TFII inh -16, SRC1 inh -18, NCOA2 inhibitor 1, ABHD5-PLIN5 inh 3, NR5A2 inv ag -19, MC4R ag barr 0.5, TLR9-MyD88 block -11, NOD2 RIPK2 PPI -1, NCOA3 inh 4 and MC4R antagonist 20.
Screening Nc1c(C(=O)NCc2ccccc2)sc2nc(N3CCOCC3)c3c(c12)CCCC3 returned EBV LMP1 NFkB 9, COUP-TFII inh 3, SRC1 inh 6, NCOA2 inhibitor 16, ABHD5-PLIN5 inh -4, NR5A2 inv ag 19, MC4R ag barr -2.3, TLR9-MyD88 block 7, NOD2 RIPK2 PPI -2, NCOA3 inh -10 and MC4R antagonist 6.
`O=C(COC(=O)c1cc(Cl)ccc1O)Nc1ccc2c(c1)OCCO2` gave EBV LMP1 NFkB -2, COUP-TFII inh 8, SRC1 inh -8, NCOA2 inhibitor 12, ABHD5-PLIN5 inh -1, NR5A2 inv ag 6, MC4R ag barr 0.9, TLR9-MyD88 block 7, NOD2 RIPK2 PPI -10, NCOA3 inh -32 and MC4R antagonist 2.
CC(C)c1nnc(NC(=O)COC(=O)/C=C/c2ccc([N+](=O)[O-])cc2)s1 was read as EBV LMP1 NFkB -1, COUP-TFII inh 5, SRC1 inh 0, NCOA2 inhibitor -1, ABHD5-PLIN5 inh 0, NR5A2 inv ag 3, MC4R ag barr -1.8, TLR9-MyD88 block -9, NOD2 RIPK2 PPI -18, NCOA3 inh -1 and MC4R antagonist 7.
Screening S=C(NC1CCCC1)NC1CCCC1 returned EBV LMP1 NFkB 1, COUP-TFII inh 2, SRC1 inh -27, NCOA2 inhibitor -1, ABHD5-PLIN5 inh 1, NR5A2 inv ag -4, MC4R ag barr -0.1, TLR9-MyD88 block -6, NOD2 RIPK2 PPI -17, NCOA3 inh -6 and MC4R antagonist -2.
For Cc1ccccc1NC(=O)Cn1cnc2c(oc3nc4c(cc32)COC(C)(C)C4)c1=O the results were EBV LMP1 NFkB 4, COUP-TFII inh 8, SRC1 inh -10, NCOA2 inhibitor -17, ABHD5-PLIN5 inh -2, NR5A2 inv ag -17, MC4R ag barr 1.7, TLR9-MyD88 block -5, NOD2 RIPK2 PPI -7, NCOA3 inh 4 and MC4R antagonist 3.
`Cc1ccc(NC(=O)CCSc2nnc(C)o2)cc1` gave EBV LMP1 NFkB 6, COUP-TFII inh -7, SRC1 inh -4, NCOA2 inhibitor 12, ABHD5-PLIN5 inh -5, NR5A2 inv ag -6, MC4R ag barr -0.7, TLR9-MyD88 block 0, NOD2 RIPK2 PPI -8, NCOA3 inh 0 and MC4R antagonist 7.
For c1ccc(-c2cc(-c3nc4ccccc4[nH]3)c3ccccc3n2)cc1 the results were EBV LMP1 NFkB -15, COUP-TFII inh -5, SRC1 inh -3, NCOA2 inhibitor 23, ABHD5-PLIN5 inh 0, NR5A2 inv ag 17, MC4R ag barr 1.9, TLR9-MyD88 block -3, NOD2 RIPK2 PPI -3, NCOA3 inh 26 and MC4R antagonist 4.
For CC(=O)N1CCc2c(sc(NC(=O)Cc3ccc(C)cc3C)c2C#N)C1 the results were EBV LMP1 NFkB -12, COUP-TFII inh -14, SRC1 inh 0, NCOA2 inhibitor -9, ABHD5-PLIN5 inh -8, NR5A2 inv ag 1, MC4R ag barr -2.7, TLR9-MyD88 block -6, NOD2 RIPK2 PPI 3, NCOA3 inh 4 and MC4R antagonist 21.
For COc1ccccc1NC(=O)NNC(=O)c1cc2ccccc2cc1O the results were EBV LMP1 NFkB 3, COUP-TFII inh 5, SRC1 inh -4, NCOA2 inhibitor 8, ABHD5-PLIN5 inh -7, NR5A2 inv ag 5, MC4R ag barr -1.7, TLR9-MyD88 block -11, NOD2 RIPK2 PPI -7, NCOA3 inh 10 and MC4R antagonist -5.
`CC(CNC(=O)C(C)C)NC(=O)C(C)C` (stereo not given) gave EBV LMP1 NFkB -6, COUP-TFII inh -4, SRC1 inh 9, NCOA2 inhibitor -11, ABHD5-PLIN5 inh 1, NR5A2 inv ag -1, MC4R ag barr -0.8, TLR9-MyD88 block -1, NOD2 RIPK2 PPI -7, NCOA3 inh 15 and MC4R antagonist 2.
For O=C(OCCN1CCCCC1)c1cccc(F)c1 the results were EBV LMP1 NFkB -16, COUP-TFII inh 8, SRC1 inh -26, NCOA2 inhibitor -2, ABHD5-PLIN5 inh -6, NR5A2 inv ag 1, MC4R ag barr -0.2, TLR9-MyD88 block -5, NOD2 RIPK2 PPI -2, NCOA3 inh -9 and MC4R antagonist 8.
`Cc1cccc(NS(=O)(=O)c2ccc(C3CCCCC3)cc2)c1` gave EBV LMP1 NFkB 21, COUP-TFII inh 31, SRC1 inh 11, NCOA2 inhibitor 7, ABHD5-PLIN5 inh -10, NR5A2 inv ag 13, MC4R ag barr -0.2, TLR9-MyD88 block 1, NOD2 RIPK2 PPI -5, NCOA3 inh 5 and MC4R antagonist 10.
O=C1CSCc2nc3ccccc3n21 was read as EBV LMP1 NFkB -7, COUP-TFII inh 2, SRC1 inh -18, NCOA2 inhibitor -14, ABHD5-PLIN5 inh -2, NR5A2 inv ag 4, MC4R ag barr 1.0, TLR9-MyD88 block -7, NOD2 RIPK2 PPI -6, NCOA3 inh 0 and MC4R antagonist 4.
For CCCN(CC(=O)Nc1ccccc1OC)C(C)C(=O)NC(C)CCc1ccccc1 (stereo not given) the results were EBV LMP1 NFkB 1, COUP-TFII inh 0, SRC1 inh -1, NCOA2 inhibitor -6, ABHD5-PLIN5 inh 5, NR5A2 inv ag 0, MC4R ag barr -2.3, TLR9-MyD88 block -6, NOD2 RIPK2 PPI -12, NCOA3 inh -6 and MC4R antagonist 2.
For CC(CCn1cccn1)NC(=O)CCc1nnc(CCc2ccccc2)o1 (stereo not given) the results were EBV LMP1 NFkB -3, COUP-TFII inh 0, SRC1 inh 12, NCOA2 inhibitor 17, ABHD5-PLIN5 inh -3, NR5A2 inv ag 4, MC4R ag barr -1.4, TLR9-MyD88 block 1, NOD2 RIPK2 PPI 5, NCOA3 inh -7 and MC4R antagonist 8.
`CCOC(=O)c1cc(NCc2cccs2)ccc1N1CCOCC1` gave EBV LMP1 NFkB 4, COUP-TFII inh -9, SRC1 inh 10, NCOA2 inhibitor 13, ABHD5-PLIN5 inh 1, NR5A2 inv ag -5, MC4R ag barr -0.3, TLR9-MyD88 block -8, NOD2 RIPK2 PPI -2, NCOA3 inh 15 and MC4R antagonist -3.
Screening Cn1ccnc1SCC(=O)c1ccc([N+](=O)[O-])cc1 returned EBV LMP1 NFkB 0, COUP-TFII inh -9, SRC1 inh -9, NCOA2 inhibitor -35, ABHD5-PLIN5 inh -8, NR5A2 inv ag -8, MC4R ag barr -1.7, TLR9-MyD88 block 5, NOD2 RIPK2 PPI -3, NCOA3 inh 9 and MC4R antagonist -1.
`Cc1ccc(Cc2c(-c3ccc(C#N)cc3)nc3c(C)cc(Br)cn23)cc1` gave COUP-TFII inh 4, SRC1 inh -9, NCOA2 inhibitor 7, ABHD5-PLIN5 inh -5, NR5A2 inv ag 24, NOD2 RIPK2 PPI 1 and NCOA3 inh 19.
For CCOC(=O)c1oc2cc(O)ccc2c(=O)c1-c1csc(C)n1 the results were EBV LMP1 NFkB -6, COUP-TFII inh -2, SRC1 inh 13, NCOA2 inhibitor -14, ABHD5-PLIN5 inh -6, NR5A2 inv ag 4, MC4R ag barr -0.8, TLR9-MyD88 block -6, NOD2 RIPK2 PPI 2, NCOA3 inh 8 and MC4R antagonist -2.
Screening Cc1cc(C)c2c(=O)n3c(nc2c1)C(Cc1ccc(O)cc1)NC(=O)c1cccnc1-3 (stereo not given) returned EBV LMP1 NFkB -6, COUP-TFII inh -2, SRC1 inh 8, NCOA2 inhibitor -30, ABHD5-PLIN5 inh -4, NR5A2 inv ag -5, MC4R ag barr -1.6, TLR9-MyD88 block -11, NOD2 RIPK2 PPI -4, NCOA3 inh -3 and MC4R antagonist 15.
N#Cc1cccc(NC(=O)CCn2ccnc2)c1 was read as EBV LMP1 NFkB 0, COUP-TFII inh 2, SRC1 inh -6, NCOA2 inhibitor 17, ABHD5-PLIN5 inh -3, NR5A2 inv ag -14, MC4R ag barr 0.4, TLR9-MyD88 block 7, NOD2 RIPK2 PPI -10, NCOA3 inh 19 and MC4R antagonist 4.
For CC(NC(=O)C12CC3CC(CC(O)(C3)C1)C2)c1ccccc1 (stereo not given) the results were EBV LMP1 NFkB -5, COUP-TFII inh -11, SRC1 inh 2, NCOA2 inhibitor 14, ABHD5-PLIN5 inh 3, NR5A2 inv ag 1, MC4R ag barr 0.3, TLR9-MyD88 block -10, NOD2 RIPK2 PPI -8, NCOA3 inh -8 and MC4R antagonist 15.
